# Source: PubChem
# Hck Nef HTS = blocks Nef-activated human Hck kinase. AID 463187. Recombinant Hck-YEEI plus Nef, Z-Lyte FRET kinase assay. P08631. 0.68% of 220,000 active. inhibition, % at 20 µM;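 active = Hck-Nef kinase inhibition above about 50%, limit read from the data; inactive = inhibition below that limit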;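 note: 0% = DMSO with Hck plus Nef and 100% = Hck alone without Nef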
# p97 ATPase inh = human p97 ATPase inhibition. 0.42% of 220,000 active. P55072. inhibition, % at 8 µM. recombinant p97 ATPase, Kinase-Glo ATP luminescence, 3 h; in the data active = inhibition above about 15%;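 note: 0% = DMSO vehicle and 100% = wells lacking enzyme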
# Target sequence (P55072 whole entry, looked up): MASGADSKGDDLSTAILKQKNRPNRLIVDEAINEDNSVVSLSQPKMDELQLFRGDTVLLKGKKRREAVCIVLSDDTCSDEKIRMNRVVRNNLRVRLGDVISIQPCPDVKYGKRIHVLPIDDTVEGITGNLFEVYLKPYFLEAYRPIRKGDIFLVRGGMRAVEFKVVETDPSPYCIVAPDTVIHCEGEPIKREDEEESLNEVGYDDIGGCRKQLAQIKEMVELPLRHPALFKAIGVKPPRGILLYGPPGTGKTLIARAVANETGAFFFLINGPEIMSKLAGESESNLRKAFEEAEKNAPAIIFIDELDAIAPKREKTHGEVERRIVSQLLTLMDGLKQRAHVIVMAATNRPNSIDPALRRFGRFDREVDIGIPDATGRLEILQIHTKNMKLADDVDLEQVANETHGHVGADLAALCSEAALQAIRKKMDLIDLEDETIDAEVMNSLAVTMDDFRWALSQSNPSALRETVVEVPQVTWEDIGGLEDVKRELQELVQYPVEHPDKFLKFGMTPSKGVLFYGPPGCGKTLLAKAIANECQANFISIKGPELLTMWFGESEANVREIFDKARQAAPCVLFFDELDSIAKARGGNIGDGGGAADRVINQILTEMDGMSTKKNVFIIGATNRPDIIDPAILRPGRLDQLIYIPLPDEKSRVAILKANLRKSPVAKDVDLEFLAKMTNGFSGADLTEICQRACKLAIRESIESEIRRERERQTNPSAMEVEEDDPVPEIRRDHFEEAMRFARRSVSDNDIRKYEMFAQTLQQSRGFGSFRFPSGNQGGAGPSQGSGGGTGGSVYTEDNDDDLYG
# RBBP9 inh = inhibitors of human serine hydrolase RBBP9; O75884; inhibition, % at 7.94 µM; AID 1515; 0.2% of 220,000 active; recombinant RBBP9, FP-Rh probe fluorescence polarization;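 active = inhibition above the campaign mean of all tested compounds plus 3 SD, cut at about 14% in these data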;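 note: plate controls were DMSO wells with RBBP9 for no effect and wells lacking RBBP9 protein for full effect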
# Target sequence (O75884 whole entry, looked up): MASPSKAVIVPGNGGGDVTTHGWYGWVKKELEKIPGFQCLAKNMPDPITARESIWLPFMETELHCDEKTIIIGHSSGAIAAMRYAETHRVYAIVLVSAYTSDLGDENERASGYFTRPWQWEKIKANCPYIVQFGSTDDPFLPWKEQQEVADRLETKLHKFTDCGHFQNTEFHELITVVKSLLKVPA
#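 Measured by – fluorescence polarization · Test system – RBBP9 protein · Input – 2.5 µM RBBP9 dispensing solution, before mixing · Measure – percent inhibition from mP, scaled between DMSO and no-protein wells · Benchmarks – DMSO-treated enzyme wells and wells lacking RBBP9 · Times – preincubation 30 min plus labeling 45 min at 25 °C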
# NPY2 pot ag = potentiates or activates human NPY-Y2 receptor. P49146. cells expressing NPY-Y2, potentiator/agonist read-out. activation, % at 3.6 µM. 0.45% of 220,000 active. AID 1359; in the data active = activation above about 27%;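 note: cells stimulated with NPY near EC25 plus isoproterenol at EC100; 0% = vehicle plus submaximal agonist and 100% = vehicle plus saturating agonist; some results beyond the cut were filed as inactive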
# Runt-CBFb FRET = Runt domain-CBFb interaction inhibition. inhibition, % at 20 µM. 0.46% of 220,000 active. Cerulean-Runt/Venus-CBFb FRET ratio 530/480, 1 h;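 active = inhibition over about 50% at 20 µM in the single-dose screen, limit read from the data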;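 note: 0% = DMSO wells and 100% = excess unlabeled CBFb competitor control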
#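 Schedule: protein complex preformed 1 h, compound exposure 1 h, room temperature, dark; test system: Cerulean-labeled Runt domain protein; amount: 100 nM per protein; buffer or medium: Tris 50 mM pH 7.5, KCl, K2SO4, 0.01% BSA; read-out: loss of energy transfer signal; detection: FRET fluorescence; controls: 5 µM unlabeled CBFb as full-inhibition high control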
# Mdm2 ligase inh = inhibitors of human Mdm2 E3 ubiquitin ligase; cell-based MDM2 ubiquitination luciferase reporter, 2 h; 0 = plate control, 100 = twice control, blank-subtracted; signal enhancement, % at 5 µM; Q00987; 0.11% of 210,000 active;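 active = signal enhancement of 30% or more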;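 note: luminescence tracks abundance of the self-degrading MDM2-luciferase fusion protein; higher signal means inhibition of MDM2 E3 ligase activity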
#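 Buffer or medium: Cells held in DMEM | Assay system: Stable mammalian line carrying autodegrading MDM2–luciferase fusion reporter | Quantity: 2000 cells/well | Times: 4 h settle plus 2 h compound, 37 °C | Doses: One concentration, 5 µM, with 0.2% DMSO | Technique: Luminescence with SteadyLite reagent, 15 min at room temperature | Benchmarks: Plate controls and plate blanks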
# NPY Y1 blocker = NPY-Y1 (human) receptor antagonism | inhibition, % at 3.6 µM | 1% of 200,000 active | P25929 | HEK293-CNG Y1 cells, membrane potential fluorescence; NPY at EC95, then isoproterenol;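 active = inhibition above the campaign mean inhibition of all tested compounds plus 3 SD, cut at about 20% in these data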;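 note: 0% = DMSO wells given NPY plus isoproterenol and 100% = isoproterenol alone without NPY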
#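 System: HEK293 cells with Y1 receptor plus CNG channel / Probe or stimulus: NPY 25 nM then isoproterenol 1 µM plus Ro 20-1724 25 µM / Compound: one concentration, 3.6 µM, in 0.4% DMSO / Schedule: compound incubation 1 h at room temperature, readout 45 min post-stimulation / Measured by: membrane potential fluorescence / Read-out: % inhibition of NPY effect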
# NPY1 pot ag = human NPY-Y1 potentiation or agonism, primary screen; P25929; NPY-Y1 expressing cells, potentiator/agonist activation; activation, % at 3.6 µM; 0.37% of 220,000 active; in the data active = activation above about 33%, passing the limit was not always enough;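 note: cells stimulated with NPY at EC10 then isoproterenol at EC100; 0% = low agonist plus stimulus and 100% = saturating agonist plus stimulus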
# Runt-SMMHC FRET = Runt domain-CBFb-SMMHC interaction inhibition. Cerulean-Runt/Venus-CBFb-SMMHC FRET ratio 530/480, 1 h. 0.74% of 220,000 active. Q01196+Q13951. AID 1434. inhibition, % at 20 µM;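 active = mean inhibition across duplicate retests at 20 µM reaching about 50%, limit read from the data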;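 note: 0% = DMSO wells and 100% = wells with excess untagged CBFb-SMMHC; inhibitors lower the FRET ratio by blocking Runt binding to CBFb-SMMHC; some results filed as inactive read as strong as hits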
# * hit, by the source's call; x = no result given.
SMILES,Hck Nef HTS,p97 ATPase inh,RBBP9 inh,NPY2 pot ag,Runt-CBFb FRET,Mdm2 ligase inh,NPY Y1 blocker,NPY1 pot ag,Runt-SMMHC FRET
O=C(NC1(C(F)(F)F)C(=O)Nc2c1c(=O)[nH]c(=O)n2Cc1ccccc1)c1ccc(Cl)cc1 (configuration not stated),4,4,1,0,-4,2,-1,-4,-3
CCCN=Cc1c(CCC)[nH]n(-c2nc3ccccc3s2)c1=O,0,-2,-8,-9,-1,0,4,-3,-3
Cc1ncc(CCl)c2c1OC(C)(C)OC2,5,10,4,-16,-3,-8,-6,1,-1
O=C(O)CCCCCNS(=O)(=O)c1ccc(Cl)cc1,1,5,-9,-2,-1,-6,4,6,4
O=C(CSc1nc2ccccc2c(=O)n1Cc1ccco1)c1ccc(F)cc1,1,-2,-6,-16,4,-29,10,-14,4
Cn1c(N)c(C(=O)COC(=O)C2(c3ccc(F)cc3)CCCC2)c(=O)n(C)c1=O,-6,1,0,9,-4,-13,-5,-4,-1
COc1ccc(-c2noc(CN(C(=O)c3ccc(OC(C)=O)cc3)C(C)C)n2)cc1OC,0,-1,-9,-31,1,-15,0,-38,-3
CCOC(=O)C(C(C)C)C(N)Cc1ccc(F)cc1 (configuration not stated),21,3,-3,18,-4,-2,7,-1,-15
CC(C)OC(=O)c1c(NC(=O)c2ccco2)sc2c1CCCC2,8,-3,-7,-7,-2,x,0,-12,-10
Cc1csc(NC(=O)CSc2nnc(-c3ccco3)n2C)n1,1,6,-7,5,1,-10,-4,10,-2
Cc1oc(-c2ccccc2F)nc1CS(=O)(=O)CC(=O)NCCN(C)C1CCCCC1,2,1,-4,-7,3,-10,4,-18,4
Cc1cccc2cc(CN(Cc3ccco3)C(=O)Nc3cccc(C#N)c3)c(Cl)nc12,0,-6,-26,-32,0,-11,34*,-27,0
COc1ccc(S(=O)(=O)N(CC(=O)NCc2ccco2)C2CCCCC2)cc1OC,-6,-6,-7,0,0,18,1,-3,3
O=C(Nc1nnc(Cc2c[nH]c3ccccc23)s1)c1ccc(Cl)cc1Cl,6,7,-5,14,4,-1,-3,-6,4
COc1ccc(N(C(=O)c2cnccn2)C(C(=O)NC2CCCCC2)c2ccc(Cl)cc2)cc1 (configuration not stated),10,-2,-1,-6,x,x,-2,-18,x
CC(C)(C)C(=O)Nc1cc(S(=O)(=O)N2CCCCC2)ccc1N1CCCCC1,20,-6,-11,-21,0,-11,2,-32,-1
COc1ccccc1C(=O)NCCC(=O)N1CC(=O)Nc2ccccc21,0,-1,1,-2,-1,-5,-1,-12,-4
CC(Sc1nnc(CNc2cccc3ccccc23)n1-c1ccccc1)C(=O)N/N=C/c1ccco1 (configuration not stated),0,-1,-2,-13,2,-6,8,-18,7
Cc1noc(C)c1S(=O)(=O)NCc1ccc2c(c1)OCO2,2,x,x,x,1,-1,x,x,2
CCOc1cc(NC(=S)Nc2ccc(Cl)cc2)c(OCC)cc1NC(C)=O,20,-1,-3,5,19,-9,2,2,-3
CC(CNc1ccccc1O)C(=O)O (configuration not stated),3,-2,2,-5,-1,-3,-4,-11,-12
Fc1ccc(C2N(c3ccccc3)C(=S)N3CCCN23)cc1 (configuration not stated),13,-1,0,-14,1,-12,x,8,0
CCCCN(CCCC)CC(O)COc1ccccc1C(=O)Nc1ccccc1 (configuration not stated),-11,-2,1,-26,-1,4,46*,-22,2
COC(=O)CSc1ccnc2cc(Cl)ccc12,5,-1,-12,0,4,-7,x,-26,8
CCOc1ccc(C(C)=O)cc1CSc1nnc(-c2ccncc2)n1CCOC,-34,1,5,9,0,2,5,4,3
COC(=O)/C=C/c1ccc(OC(=O)OC)c(OC(=O)OC)c1,8,7,7,12,-1,-12,4,9,-16
Cc1ccc(NC2(c3nnnn3-c3c(C)cccc3C)CCCCC2)cc1,0,-9,-14,-9,2,-1,5,-6,3
c1ccc2c(c1)nc(N1CCOCC1)c1ccccc12,30,5,-4,-4,-1,-6,4,-17,-2
COC(=O)c1cnn(-c2ccccc2)c1-n1cccc1C=O,18,4,-6,-18,0,-4,-3,0,0
CC(=O)NC(Cc1c[nH]c2ccccc12)C(=O)Nc1ccc2c(c1)OCO2 (configuration not stated),9,-1,-4,13,0,2,2,-21,-2
O=S(=O)(/N=S1/CC=CCN1S(=O)(=O)c1ccccc1)c1ccccc1 (configuration not stated),-2,1,-6,15,18,-12,-1,3,8
S=C1N(c2ccccc2)CN(CCN2CCOCC2)CN1c1ccccc1,0,-2,-6,-9,-1,-12,x,-10,-2
CCn1c(=O)c2cc(C(=O)N(C)c3ccccc3F)sc2c2ccccc21,9,-2,-5,-33,-10,-7,x,-2,-2
Cc1ccc(C)c(OCc2nnc(SCC(=O)NC(=O)NCc3ccco3)o2)c1,6,-1,-1,-24,-2,-16,8,7,-2
Cc1c(NC(=O)/C(C#N)=C/c2cccs2)c(=O)n(-c2ccccc2)n1C,7,1,-14,7,-2,-35,-1,-17,-1
Cc1cc(OC(=O)c2cccs2)ccc1C(C)C,0,-2,-11,-13,-3,6,7,-7,1
Cc1ccc2c(c1)-c1c(cnn1CC(=O)N(CCC#N)c1ccccc1)CO2,2,-1,2,3,2,-7,2,8,-2
CC1=C(C(=O)Nc2ccccc2)C2(CCCCC2)C(C(N)=O)C(=S)N1 (configuration not stated),1,2,-6,-8,1,-7,-8,-12,-3
Cn1c(CNc2nc3ccccc3n2C)nc2ccccc21,-16,-4,-9,-4,2,-15,-1,-17,-6
COC(=O)c1ccccc1NC(=O)CN(C)S(=O)(=O)c1ccc(OC)cc1,6,5,4,-13,-3,7,5,4,-3
O=C1Nc2ccccc2/C1=N\N=C\c1ccc(O)c(O)c1,48,19*,-3,7,6,-7,x,19,-3
O=C(COC(=O)C1(c2ccccc2F)CCCC1)N1CCOCC1,-2,4,-4,3,4,-11,7,-4,-7
CCn1c(O)c(C=Nc2ccccc2)sc1=S,-12,0,-13,0,35,-26,7,2,68*
O=C(c1cccnc1)N1N=C(C2CC2)CC1(O)C(F)(F)F (configuration not stated),9,3,-4,8,1,-7,-1,10,-2
COc1cc(C(CCN2CCOCC2)c2c(OC)cc(OC)c3c2OC(=O)CC3c2ccc(N(C)C)cc2)cc(OC)c1OC (configuration not stated),21,x,x,x,3,11,x,x,-2
C#CCOCCOCCOCCNc1nc(N2CCN(C(=O)Cn3cc(CC(C)O)nn3)CC2)nc(N2CCN(C(=O)Cn3cc(CC(C)O)nn3)CC2)n1 (configuration not stated),-7,4,3,6,3,x,-8,-1,-1
Cn1nc(C(=O)Nc2cccnc2)c2ccccc2c1=O,2,7,5,10,-1,3,0,5,-2
CCC(/C=N/NC(=O)C(N)=O)CC,-16,3,3,-6,-2,6,0,-5,0
Cc1cc(NCC2CCCO2)n2c(nc3ccccc32)c1C#N (configuration not stated),95*,4,-9,-5,17,-27,2,-13,37
O=C(NCCN1C(=O)S/C(=C/c2cccnc2)C1=O)C1CC(=O)N(Cc2ccccc2)C1 (configuration not stated),15,-1,-12,1,1,0,-2,11,0
N#CCSc1nnc(Cc2ccc3c(c2)OCO3)o1,7,3,2,-13,-2,-10,3,9,3
CCOC(=O)Cn1c2[n+](c3ccccc31)CC(O)CS2 (configuration not stated),4,1,2,-2,-5,-10,-1,13,2
COC(=O)c1ccccc1NC(=O)Nc1cc(C)ccn1,-13,0,-2,-10,-1,-46,-3,1,-1
CCN1CCN(CC(O)COc2ccc3c(C)cc(=O)oc3c2)CC1 (configuration not stated),23,4,-7,-6,3,-9,1,6,1
O=c1oc2cc(OCc3c(F)cccc3Cl)ccc2cc1-c1ccccn1,4,3,-1,-10,x,-15,-2,8,x
C=CCn1c(COc2cccc(C)c2C)nnc1SCC(=O)N1CCN(c2ccccc2)CC1,1,-4,-6,-3,-12,-8,1,0,-8
COc1ccc(CCNC(=O)c2nc(-c3cccs3)no2)cc1OC,-5,-4,-8,-15,-1,-5,14,-4,1
COc1ccc(-n2[nH]c(C)cc2=O)cc1,0,28*,-1,13,-3,-12,2,7,-1
CCOC(=O)N1CCC(N2Cc3cccc(C(=O)NCc4ccc5c(c4)OCO5)c3C2=O)CC1,16,0,-8,0,-3,-13,x,-2,-1
N#C/C(=C\c1cccnc1)C(=O)Nc1ccc(C(=O)O)cc1,21,1,-10,-13,2,-11,6,-1,1
# Other results
SMILES,Hck Nef HTS,p97 ATPase inh,RBBP9 inh,NPY2 pot ag,Runt-CBFb FRET,Mdm2 ligase inh,NPY Y1 blocker,NPY1 pot ag,Runt-SMMHC FRET
CCn1c(=O)cc(SCC(=O)NCCCN2CCN(c3ccc(F)cc3)CC2)c2ccccc21,-2,0,-4,8,-3,-18,7,-43,3
Cc1ccsc1/C=N/NC(=O)c1ccncc1,19,-1,-4,4,-2,-10,-1,10,-5
Nc1nc(C(F)(F)F)c(Br)c(=O)n1N,18,13,-8,-6,0,-11,3,22,0
COc1ccc(-c2[nH]ncc2CN2CCCN(C(=O)c3ccco3)CC2)cc1F,18,8,-2,-8,2,-1,x,11,3
N#CC1=C(N)NC(=S)C(C(N)=O)C1c1ccccc1F (configuration not stated),-28,16*,-1,-3,47,-18,x,0,4
COc1ccc(Nc2nccc(OC)c2C#N)cc1,-1,-1,-2,2,-1,11,3,-8,1
O=C(N/N=C/c1cc([N+](=O)[O-])ccc1N1CCCCCC1)c1ccccn1,28,5,11,12,-4,-8,-1,-6,-1
O=S(=O)(c1ccc(Cl)nc1)N1CCN(Cc2ccc3c(c2)OCO3)CC1,-24,-6,-8,-3,0,-19,2,-15,-3
Cc1cc(=O)n2nc(N3CCCC(C(=O)NCCCN4CCc5ccccc5C4)C3)sc2n1 (configuration not stated),-11,4,6,0,3,-23,0,7,-3

# An excerpt of these results, with values under each structure.
# Every second line gives: Hck Nef HTS, p97 ATPase inh, RBBP9 inh, NPY2 pot ag, Runt-CBFb FRET, Mdm2 ligase inh, NPY Y1 blocker, NPY1 pot ag, Runt-SMMHC FRET
- N#CC1=C(N)NC(=S)C(C(N)=O)C1c1ccccc1F (configuration not stated)
→ -28, 16*, -1, -3, 47, -18, x, 0, 4
- COc1ccc(Nc2nccc(OC)c2C#N)cc1
→ -1, -1, -2, 2, -1, 11, 3, -8, 1
- O=C(N/N=C/c1cc([N+](=O)[O-])ccc1N1CCCCCC1)c1ccccn1
→ 28, 5, 11, 12, -4, -8, -1, -6, -1
- O=S(=O)(c1ccc(Cl)nc1)N1CCN(Cc2ccc3c(c2)OCO3)CC1
→ -24, -6, -8, -3, 0, -19, 2, -15, -3
